Bioassay records as filed in PubChem.
proCasp3 act: activators of human procaspase-3 D3A mutant, primary screen, biochemical, absorbance, PC-3 D3A mutant, single concentration; recombinant procaspase-3 D3A, Ac-DEVD-pNA absorbance 405 nm; activation, % at 8.5 µM; 330,000 compounds, 0.11% hits;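 active = activation above the mean of all tested compounds plus 3 SD, cut at about 21% in these data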;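 also: 0% = DMSO alone and 100% = DMSO wells spiked with extra 5 µM PC-3 D3A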
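Test system: Procaspase-3 D3A mutant; medium: Zinc-free HEPES/NaCl buffer with 0.01% Triton X-100 at pH 7.4; reagent: DEVD-pNA substrate; doses: one concentration, 8.5 µM nominal, 0.8% DMSO; times: 1 h preincubation plus 2 h reaction at 25 °C; signal: Epi-absorbance at 405 nm of released p-nitroaniline, 0 and 120 min; replicates: singlicate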
JMJD2C inh: inhibitors of GASC-1 histone demethylase, primary screen, biochemical, fluorescence, DELFIA europium; AID 2099, 2009; 330,000 compounds, 0.069% hits; inhibition, % at 2.35 µM; Lysine-specific demethylase 4C (Homo sapiens), Q9H3R0; GST-JMJD2C(1-420) H3K9me3 demethylation;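 active = more than half of a compound's replicate wells show inhibition beyond 50%, single wells judged on their own value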;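 also: signal counts dimethyl H3K9 product captured on neutravidin plate; 0% = median of DMSO wells and 100% = 0.3 times that DMSO median; strong numbers were not always called active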
core dimer inh: inhibitors of HCV core protein dimerization, primary screen, biochemical, TR-FRET, high-throughput | TR-FRET GST/Flag-core106 dimerization, 1536-well | inhibition, % at 5 µM | 300,000 compounds, 0.33% hits | AID 1899, 2009;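 active = inhibition above the mean of all tested compounds plus 3 SD, set per screening campaign, cut at about 45% in these data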
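Assay system: Tagged HCV core106 pair (GST and Flag) | Buffer or medium: KF-containing HEPES buffer, pH 7.45, DTT, CHAPS, BSA | Also added: Eu donor and XL665 acceptor anti-tag antibodies | Dosing: One concentration, 5 µM, in 0.5% DMSO | Timing: 4 h at 22.5 °C | Technique: TR-FRET 671 and 617 nm emission | Repeats: Singlicate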
procasp7 counter: procaspase-7 activators, primary screen, counter-screen for procaspase-3 activator project, biochemical, absorbance, HTS, human; recombinant procaspase-7, Ac-DEVD-pNA absorbance 405 nm; D23A/D198A/D206A triple mutant, cannot self-cleave; scale: DMSO 0, 5 µM enzyme 100; activation, % at 8.5 µM; AID 463210, 2010; Caspase-7 (Homo sapiens), P55210; 330,000 compounds, 0.093% hits;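 active = percent activation above the screen-wide mean plus 3 SD, cut at about 25% in these data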
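Material: Procaspase-7 triple mutant (PC-7 D3A) | Quantity: 2 µM procaspase-7 mutant as dispensed | Reagent: DEVD-pNA substrate | Times: 1 h preincubation, 2 h reaction | Technique: 405 nm absorbance of p-nitroaniline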
GRK2 aptamer HTS: compounds blocking aptamer binding on GRK2 – biochemical, human GRK2, bead flow cytometry, HTS, primary screen; 330,000 compounds, 0.59% hits; AID 488847, 2010; inhibition of aptamer binding, % at 10 µM; FAM-aptamer displacement from GRK2;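 active = inhibition of aptamer binding above 40%, roughly 3 SD of noise, on plates passing a quality check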;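 also: median bead fluorescence of bound FAM aptamer so fluorescent compounds give negative values; no value below 0 was filed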
Target sequence (P25098 whole entry, looked up): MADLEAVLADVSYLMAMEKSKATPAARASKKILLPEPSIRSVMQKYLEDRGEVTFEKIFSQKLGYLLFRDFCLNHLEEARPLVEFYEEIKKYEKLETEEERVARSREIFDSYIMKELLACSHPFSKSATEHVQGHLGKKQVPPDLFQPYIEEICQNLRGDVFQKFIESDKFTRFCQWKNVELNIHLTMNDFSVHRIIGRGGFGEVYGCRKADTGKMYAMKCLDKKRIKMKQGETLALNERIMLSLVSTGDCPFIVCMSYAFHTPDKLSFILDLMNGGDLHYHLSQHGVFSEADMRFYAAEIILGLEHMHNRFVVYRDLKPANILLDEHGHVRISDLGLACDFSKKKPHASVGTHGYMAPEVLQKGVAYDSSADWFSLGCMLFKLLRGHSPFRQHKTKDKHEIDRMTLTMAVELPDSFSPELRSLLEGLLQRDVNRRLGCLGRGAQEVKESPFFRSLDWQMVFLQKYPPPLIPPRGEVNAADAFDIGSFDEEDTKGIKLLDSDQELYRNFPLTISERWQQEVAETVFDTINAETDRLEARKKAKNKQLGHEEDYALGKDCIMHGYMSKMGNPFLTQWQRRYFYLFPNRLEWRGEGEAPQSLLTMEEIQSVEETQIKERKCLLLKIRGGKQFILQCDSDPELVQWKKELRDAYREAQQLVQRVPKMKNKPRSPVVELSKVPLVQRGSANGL
VLA-4 inh: inhibition in human VLA-4 binding assay, primary screen, VLA-4 allosteric modulator project, MLPCN library, flow cytometry, VLA-4 expressing cells | Integrin alpha-4 (Homo sapiens), P13612 | ligand binding flow cytometry | inhibition, % (about 7 µM as worked out from the volumes in the protocol) | 330,000 compounds, 0.2% hits; in the data active = inhibition above about 50%
PP5 primary: PP5 phosphatase inhibitors, primary screen, biochemical, fluorescence. purified PP5c, OMFP substrate fluorescence. AID 1987, 2009. 320,000 compounds, 0.18% hits. Serine/threonine-protein phosphatase 5 (Homo sapiens), P53041. inhibition, % at 6.7 µM;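 active = inhibition above the campaign's mean inhibition across all tested compounds plus 3 SD, cut at about 9.5% in these data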;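 also: 0% = DMSO only and 100% = 100 µM cantharidin control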
PP1 counter: PP1-alpha phosphatase inhibitors, primary screen, counter-screen for PP5 inhibitor project, biochemical, fluorescence, OMFP substrate, single point; Serine/threonine-protein phosphatase PP1-alpha catalytic subunit (Homo sapiens), P62136; purified PP1alpha; inhibition, % at 6.7 µM; 320,000 compounds, 0.9% hits;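 active = inhibition above the mean inhibition of all tested compounds plus 3 SD, computed separately for each screening campaign, cut at about 15% in these data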
Target sequence (P62136 whole entry, looked up): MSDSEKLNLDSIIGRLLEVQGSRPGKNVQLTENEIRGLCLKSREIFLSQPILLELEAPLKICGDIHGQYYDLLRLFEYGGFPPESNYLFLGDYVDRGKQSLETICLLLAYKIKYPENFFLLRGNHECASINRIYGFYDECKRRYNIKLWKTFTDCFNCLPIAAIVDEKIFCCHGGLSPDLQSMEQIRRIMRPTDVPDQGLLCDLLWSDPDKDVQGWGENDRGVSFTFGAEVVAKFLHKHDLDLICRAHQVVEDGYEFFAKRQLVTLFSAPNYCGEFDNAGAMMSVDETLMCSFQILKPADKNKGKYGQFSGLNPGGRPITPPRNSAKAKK
CTSL1 counter: Fasciola hepatica cathepsin L1 inhibitors, primary screen, counter-screen for PFM18AAP inhibitor project, biochemical, QFRET, fluorogenic peptide substrate | 300,000 compounds, 0.49% hits | recombinant F. hepatica cathepsin L1, Z-Leu-Arg-MCA fluorescence | inhibition, % at 5.96 µM;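 active = inhibition above the mean of all tested compounds plus 3 SD, set per screening campaign, cut at about 17% in these data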;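 also: 0% = plate median of test compound wells and 100% = 1 µM Z-Phe-Ala-diazomethylketone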
Starred values were filed as active, the others as inactive; · = no result given.

nr	SMILES	proCasp3 act	JMJD2C inh	core dimer inh	procasp7 counter	GRK2 aptamer HTS
1	Cc1cc(N2CCN(C)CC2)nc2ccc(NC(=S)N3CCOCC3)cc12	0	12	-2	-7	2
2	Cc1ccc(OCCNC(=O)Cc2ccc(F)cc2)cc1	3	7	2	4	0
3	O=C(Nn1c(=O)[nH]c2ccsc2c1=O)c1ccccc1	1	-4	0	-13	0
4	Cc1cc(NC(=O)CN2CCCCCCC2)no1	2	3	7	-3	0
5	CS(=O)(=O)c1ccc(-c2cn3cc(C(=O)O)ccc3n2)cc1	-1	-6	-6	0	1
6	Cc1ccccc1-c1nnc(-c2ccccc2)o1	-6	1	2	2	2
7	CS(=O)(=O)N(CC(=O)N1CCCCC1)c1ccc2c(c1)OCO2	-1	-6	-1	-2	0
8	O=C(/C=C/c1cccs1)c1cc(Cl)ccc1O	-1	-9	2	11	0
9	CC1C/C(=N/Nc2nc3ccccc3[nH]2)CC(C)(C)C1 (stereo not drawn)	8	6	-3	1	0
10	O=C(ONC1=NCCCCC1)c1c(F)cccc1F	7	4	-10	3	0
11	Cn1cc(C(=O)N/N=C/c2ccc(Br)c([N+](=O)[O-])c2)c2ccccc21	4	-3	6	-3	2
12	COc1ccc(NS(=O)(=O)c2ccc(NC(=O)c3ccccn3)cc2)cc1	7	1	·	4	0
13	C/C(=N\NC(=O)c1ccccc1F)c1ccc(C#N)cc1	-3	-2	-3	4	0
14	Cc1ccc(OCC(=O)NNC(=O)CCC(=O)NCc2ccccc2)cc1	-11	2	1	0	1
15	C#CCNC(=O)C1=C[C@H](c2coc3ccccc3c2=O)C[C@H](OCCCCO)O1	7	11	-5	-5	·

nr	VLA-4 inh	PP5 primary	PP1 counter	CTSL1 counter
1	25	0.4	1	1
2	26	-0.8	-2	5
3	-9	0.2	-1	0
4	36	0.3	3	-3
5	3	-1.4	3	4
6	8	3.6	-2	0
7	-18	2.5	1	-4
8	7	-2.0	-7	2
9	13	1.4	0	0
10	0	-8.3	11	8
11	7	0.5	-1	-1
12	4	3.2	0	·
13	18	1.0	2	3
14	-7	1.1	-5	-15
15	·	-4.7	-3	-2

The list goes on, starting with the last six of the part before.
nr	SMILES	proCasp3 act	JMJD2C inh	core dimer inh	procasp7 counter	GRK2 aptamer HTS
10	O=C(ONC1=NCCCCC1)c1c(F)cccc1F	7	4	-10	3	0
11	Cn1cc(C(=O)N/N=C/c2ccc(Br)c([N+](=O)[O-])c2)c2ccccc21	4	-3	6	-3	2
12	COc1ccc(NS(=O)(=O)c2ccc(NC(=O)c3ccccn3)cc2)cc1	7	1	·	4	0
13	C/C(=N\NC(=O)c1ccccc1F)c1ccc(C#N)cc1	-3	-2	-3	4	0
14	Cc1ccc(OCC(=O)NNC(=O)CCC(=O)NCc2ccccc2)cc1	-11	2	1	0	1
15	C#CCNC(=O)C1=C[C@H](c2coc3ccccc3c2=O)C[C@H](OCCCCO)O1	7	11	-5	-5	·
16	Cc1ccc(C(=O)Nc2ccc(S(=O)(=O)NC3=NCCCCC3)cc2)c(C)c1	4	10	-1	5	2
17	O=[N+]([O-])c1cccc(CNCc2ccccc2)c1	2	-6	-2	4	0
18	CC(C)c1nnc(NC(=O)CCC2CCCCC2)s1	-5	7	-4	6	0
19	COc1ccccc1C(=O)NNC(=O)c1ccc(Br)cc1	-1	0	2	2	7
20	CCOC(=O)c1c(C)[nH]c(C(=O)NNC(=O)c2ccccc2)c1C	4	-3	0	11	3
21	COc1ccc(N2CCN(S(=O)(=O)c3ccc4c(c3)N(C(C)=O)CCO4)CC2)cc1	-1	0	5	-5	5
22	CCn1c(=O)c2cc(C(=O)NCCOC)sc2c2ccccc21	0	-22	2	14	2
23	COCC[N+]1(C)CCCCC1	-5	3	-16	-4	0
24	C=C(C)Cn1c(CCNC(=O)CCC)nc2ccccc21	2	65	-1	9	0
25	O=C(c1ccc2[nH]c(=O)c(=O)[nH]c2c1)N1CCc2ccccc21	0	0	1	3	0
26	Cc1c(Cc2ccccc2)c(NCCCO)n2c(nc3ccccc32)c1C#N	-4	-11	0	-1	0
27	C=CCOc1ccc(/C=N\NC(N)=S)cc1	-5	-27	-2	-13	0
28	CC(C)(C)OC(=O)C[C@H]1C/C=C\C[C@H](CC(=O)N[C@H](CO)Cc2ccccc2)C(=O)N2CCC[C@H]2COC1=O	8	2	·	5	1
29	Cn1cnc([N+](=O)[O-])c1Sc1ccc(C(C)(C)C)cc1	-11	1	1	3	2
30	N#Cc1ccsc1NC(=O)C1=COCCO1	1	-7	·	-1	3

nr	VLA-4 inh	PP5 primary	PP1 counter	CTSL1 counter
10	0	-8.3	11	8
11	7	0.5	-1	-1
12	4	3.2	0	·
13	18	1.0	2	3
14	-7	1.1	-5	-15
15	·	-4.7	-3	-2
16	-2	2.1	-4	3
17	17	-1.5	-2	1
18	0	2.3	-3	-2
19	-1	2.3	1	-2
20	-2	5.0	-10	-1
21	27	1.5	-4	0
22	4	0.9	3	-4
23	-11	4.2	2	4
24	2	-1.7	-7	-2
25	1	0.1	-2	1
26	-4	-0.2	-3	1
27	-5	0.8	-8	5
28	19	·	·	·
29	8	-1.1	-4	-2
30	0	5.0	-2	·

The list goes on.
nr	SMILES	proCasp3 act	JMJD2C inh	core dimer inh	procasp7 counter	GRK2 aptamer HTS
31	COc1ccc(NC(=O)C2CCCN2S(=O)(=O)c2ccc(C)cc2)cc1 (stereo not drawn)	-2	-4	-5	4	1
32	O=C1/C(=C/c2ccccc2)N=C(N2CCOCC2)N1c1cccc(Cl)c1	-11	-2	2	-9	1
33	CC(C)CN(C(=O)Cn1nnc(-c2ccc(F)cc2)n1)C1CCS(=O)(=O)C1 (stereo not drawn)	-4	19	-1	-2	1
34	COc1ccc(NC(=O)C2CC(=O)N(Cc3ccco3)C2)cc1Cl (stereo not drawn)	1	·	·	-2	0
35	COC(=O)C1=C(CSc2nccn2C)NC(=O)NC1c1cc(C)ccc1C (stereo not drawn)	-2	21	-2	4	2
36	c1ccc(Oc2nc(Oc3ccccc3)nc(N3CCOCC3)n2)cc1	10	-24	-2	7	3
37	CC(C)C(=O)Nc1ccc([N+](=O)[O-])cc1Br	-12	-13	-1	5	0
38	Cc1cc(-c2nnc(-c3cccc(C(F)(F)F)c3)o2)no1	2	·	2	-4	2
39	NNC(=O)C1CCN(S(=O)(=O)c2ccc(Cl)cc2)CC1	-1	-9	4	10	4
40	COc1ccc([N+](=O)[O-])cc1NC(=O)Cc1ccccc1Cl	-5	3	-6	9	0
41	CCC(C)NC(=O)Cn1cnc2sc(C)cc2c1=O (stereo not drawn)	-4	4	-8	0	43*
42	CCOc1cc(N2CCOCC2)c(OCC)cc1NC(=O)CSc1cccc[n+]1[O-]	-4	-8	0	-2	3
43	CC(NC(=O)c1cccc(S(=O)(=O)N2CCc3ccccc32)c1)c1ccco1 (stereo not drawn)	-1	0	·	-5	0
44	CCCN1C(=O)C(O)(C2COC(C)(C)CC2=O)c2ccccc21 (stereo not drawn)	-4	10	-2	3	1
45	COc1ccc(C)cc1NC(=O)Nc1cnccn1	5	-5	1	3	1

nr	VLA-4 inh	PP5 primary	PP1 counter	CTSL1 counter
31	·	-0.2	-2	2
32	12	3.3	6	0
33	-27	2.2	-14	1
34	-13	0.2	-4	·
35	8	9.9*	-4	2
36	-23	4.0	2	-2
37	18	2.5	1	-4
38	3	1.1	-2	-1
39	-8	1.2	4	5
40	22	2.0	1	0
41	10	2.0	-3	-1
42	24	3.5	4	-3
43	20	-0.7	-1	·
44	12	-2.6	-4	6
45	1	1.5	-5	-4

Shown as a hit in PP5 primary, of those listed so far:
# | mol | proCasp3 act | JMJD2C inh | core dimer inh | GRK2 aptamer HTS | VLA-4 inh | PP5 primary
35 | COC(=O)C1=C(CSc2nccn2C)NC(=O)NC1c1cc(C)ccc1C (stereo not drawn) | -2 | 21 | -2 | 2 | 8 | 9.9*

The listing continues.
nr	SMILES	proCasp3 act	JMJD2C inh	core dimer inh	procasp7 counter	GRK2 aptamer HTS
46	COc1cc2c(c(OC)c1OC)-c1c(cc3c(c1OC)OCO3)C[C@H](C)[C@@](C)(O)C2	2	·	5	-2	0
47	O=S(=O)(Nc1nc2ccccc2s1)c1ccc(Br)s1	-2	-9	8	0	0
48	O=C(COC(=O)c1ccc2ccccc2c1O)NCc1ccccc1	4	·	·	16	2
49	CSc1nsc(SC)c1C(=O)NCCNS(=O)(=O)c1ccc(C)cc1	1	-11	1	-9	0
50	COc1ccc(/C=N/OCc2nc3c4c(ncn3n2)Oc2ccc3ccccc3c2C4c2ccccc2)cc1 (stereo not drawn)	4	-2	-5	11	0

nr	VLA-4 inh	PP5 primary	PP1 counter	CTSL1 counter
46	30	-0.7	1	-2
47	9	0.6	2	7
48	0	0.2	6	·
49	-1	1.8	-2	-1
50	-2	1.9	1	1

Two entries from above, set out differently.
| no. | Structure | proCasp3 act | JMJD2C inh | core dimer inh | procasp7 counter | GRK2 aptamer HTS | VLA-4 inh | PP5 primary | PP1 counter | CTSL1 counter |
| --- | --- | --- | --- | --- | --- | --- | --- | --- | --- | --- |
| 48 | O=C(COC(=O)c1ccc2ccccc2c1O)NCc1ccccc1 | 4 | · | · | 16 | 2 | 0 | 0.2 | 6 | · |
| 49 | CSc1nsc(SC)c1C(=O)NCCNS(=O)(=O)c1ccc(C)cc1 | 1 | -11 | 1 | -9 | 0 | -1 | 1.8 | -2 | -1 |
